Compound activity: PubChem BioAssay, several laboratories
LYP inh 2: blocks human PTPN22 phosphatase activity. recombinant LYP catalytic domain, DiFMUP fluorescence. inhibition, % at 2 µM. 96,000 compounds, 0.21% hits. AID 640;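 active means inhibition at 2 µM at or above a set limit, the screen mean plus 3 SD, cut at about 24% in these data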;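 further: 0% = DMSO with enzyme and 100% = enzyme fully blocked by orthovanadate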
Target sequence (Q9Y2R2 whole entry, looked up, the tested form may be a part): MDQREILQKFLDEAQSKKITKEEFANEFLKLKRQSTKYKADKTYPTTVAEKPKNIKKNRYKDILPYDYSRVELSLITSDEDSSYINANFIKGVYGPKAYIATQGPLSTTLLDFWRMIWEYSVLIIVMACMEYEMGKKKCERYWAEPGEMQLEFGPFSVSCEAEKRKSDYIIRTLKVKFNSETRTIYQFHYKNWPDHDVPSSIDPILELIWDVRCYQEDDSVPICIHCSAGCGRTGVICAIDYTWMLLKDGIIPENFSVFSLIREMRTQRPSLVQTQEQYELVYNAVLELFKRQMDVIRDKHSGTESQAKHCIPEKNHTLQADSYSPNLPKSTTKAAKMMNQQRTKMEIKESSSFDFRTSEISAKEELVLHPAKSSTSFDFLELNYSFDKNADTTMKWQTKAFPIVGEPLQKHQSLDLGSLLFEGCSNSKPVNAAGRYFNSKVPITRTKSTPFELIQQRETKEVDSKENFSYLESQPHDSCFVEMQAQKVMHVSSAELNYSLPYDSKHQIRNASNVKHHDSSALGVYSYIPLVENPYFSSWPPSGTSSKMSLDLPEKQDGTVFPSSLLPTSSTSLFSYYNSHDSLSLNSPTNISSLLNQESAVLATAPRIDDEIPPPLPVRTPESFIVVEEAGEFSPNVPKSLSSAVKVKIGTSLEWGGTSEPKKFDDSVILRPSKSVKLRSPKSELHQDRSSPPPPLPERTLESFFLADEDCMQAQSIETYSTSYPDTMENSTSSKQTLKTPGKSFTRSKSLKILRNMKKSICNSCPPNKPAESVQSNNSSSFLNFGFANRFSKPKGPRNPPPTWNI
PTPN22 act: increases human PTPN22 phosphatase activity; Q9Y2R2; recombinant LYP, DiFMUP fluorescence; 0 = plate median, 100 = signal doubled; activation, % at 2 µM; 96,000 compounds, 0.11% hits;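 active means activation at 2 µM above a set limit, the mean plus 5 SD, cut at about 37% in these data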
CYP2C9 act: CYP2C9 (human) activation. recombinant CYP2C9, luciferin-H conversion, luminescence; stronger effect = higher value; factor 1 = untreated enzyme, 0 = blocked. P11712. AID 1024. activation factor at 5 µM. 96,000 compounds, 1.4% hits;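 active means activation factor of 2 or more for CYP2C9 at a 5 µM dose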;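 further: 0 = sulfaphenazole-blocked wells and 1 = vehicle-only wells; values of inactives mirror those of a sister screen read the other way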
Pyk2 oligo antag: antagonists of human Pyk2 oligomerization; Q14289; Q293 cells, Pyk2 FERM NanoBiT luminescence; stronger effect = lower value; z-score (the deposit names both 25 µM and 10 µM); 99,000 compounds, 0.83% hits; AID 1347419;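 active means Z-score of -3 or lower, scaled per plate to the spread of control and sample wells; inactive means z-score above -3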;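 further: negative z-score means lost luminescence so less FERM oligomerization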
PostGolgi yeast: growth inhibition of a yeast mutant, post-Golgi transport screen; post-Golgi transport phenotypic cell assay; inhibition, % at 10 µM; 98,000 compounds, 0.9% hits;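 further: yeast cells grown in 1536-well plates; yeast grown about 18 h at 30C before absorbance read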
PostGolgi ctrl: growth of the yeast control strain, post-Golgi counter-screen | AID 738 | 98,000 compounds, 5% hits | efflux-deficient yeast background strain, growth absorbance A615, 16 h | inhibition, % at 10 µM
E coli WT exp: E. coli BW25113 growth inhibition, expanded screen | OD600 absorbance | AID 710 | 98,000 compounds, 0.15% hits | growth inhibition, % at 100 µM;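 active means growth inhibition above about 50% at one test dose, limit read from the data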;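 further: growth measured after 20 h incubation at 37 °C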
CYP2C9 inhib: blocks human cytochrome P450 2C9; CYP2C9 Supersomes, luciferin-H conversion, luminescence; P11712; inhibition, % at 5 µM; 96,000 compounds, 20% hits;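 active means blocking of liver enzyme CYP2C9 beyond about 50% at 5 µM, limit read from the data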; further: values of inactives mirror those of a sister screen read the other way
hDAT+cocaine: modulates human dopamine transporter uptake under cocaine; LLC-PK1 hDAT cells, [14C]-dopamine uptake with cocaine IC80; actives deviate in either direction; B-score at 10 µM; 110,000 compounds, 1.3% hits; AID 449768;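 active means Z score or B-score, a plate-position-corrected score, falls beyond the plate's 99.7% confidence bounds, in either direction; inactive means both scores lie inside the 99.7% bounds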;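 further: scored against the spread of the other compound wells on the same plate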
* hit, by the source's call; / = no result given. Unless noted, no stated cut-off is given here; in the data, active means inhibition above about 30%; inactive means the rest.

1) CCCCC1(C)OC(=O)C(=Cc2ccc(N(CC)CC)cc2)C(=O)O1 (centres undefined)
2) O=c1[nH]c(N2CCc3ccccc32)nc2c1CCCC2
3) CSc1cccc(NC(=O)Cn2cccc2)c1
4) Cc1ccc([N+](=O)[O-])cc1NC(=S)NC(=O)C(C)(C)C
5) Cn1c(=O)cc(OCCCC(=O)NC2CCCC2)c2ccccc21
6) Cc1ccc(S/C(=N\S(=O)(=O)c2ccc(Cl)cc2)c2ccccc2)cc1
7) CCOc1ccccc1NC(=S)N1C2CCC1CC(NC(=O)NC13CC4CC(CC(C4)C1)C3)C2 (centres undefined)
8) CC(Oc1ccc(-c2ccccc2)cc1)C(=O)N1CCOCC1 (centres undefined)
entry no.,1,2,3,4,5,6,7,8
LYP inh 2,-10,14,-15,11,2,-14,7,-6
PTPN22 act,11,-14,15,-9,0,10,-4,3
CYP2C9 act,1,0.9,0.7,0.2,1.1,0.5,0.7,0.4
Pyk2 oligo antag,-0.59,0.01,1.6,0.06,0.41,0.14,0.19,-0.75
PostGolgi yeast,2,-5,3,17,3,-1,-5,-2
PostGolgi ctrl,12,2,-2,-7,27,1,7,7
E coli WT exp,14,-7,4,7,-5,-9,-20,-5
CYP2C9 inhib,4,10,31,82*,-12,49,29,56*
hDAT+cocaine,0.081,0.33,-1,0.59,-0.61,-0.82,-0.29,0.54

Arranged by the number under LYP inh 2 (low to high): 4 from the list above.
| item | molecule | LYP inh 2 |
| --- | --- | --- |
| 3 | CSc1cccc(NC(=O)Cn2cccc2)c1 | -15 |
| 6 | Cc1ccc(S/C(=N\S(=O)(=O)c2ccc(Cl)cc2)c2ccccc2)cc1 | -14 |
| 8 | CC(Oc1ccc(-c2ccccc2)cc1)C(=O)N1CCOCC1 (centres undefined) | -6 |
| 4 | Cc1ccc([N+](=O)[O-])cc1NC(=S)NC(=O)C(C)(C)C | 11 |

(listing goes on)
9) CCOc1ccc(C(=O)Nc2ccc(NC(=O)c3ccco3)c(Cl)c2)cc1Cl
10) CC1(C)NC(=O)N(CC(O)CNC23CC4CC(CC(C4)C2)C3)C1=O (centres undefined)
11) Cc1cccc(C(=O)NCC2CCCO2)c1 (centres undefined)
12) CC1CCN(C(=S)c2ccc(O)cc2)CC1
13) Cc1ccc(C2(C(F)(F)F)N=C3Sc4cc(C)ccc4N3C(=O)N2)cc1 (centres undefined)
14) O=C(CSc1ncnc2c1oc1ccccc12)Nc1ccccc1F
15) CCc1nn(-c2cc(Oc3ccccc3)nc(-c3ccccc3)n2)c(N)c1C#N
16) CCOC(=O)NC(O)C(=O)c1cccs1 (centres undefined)
entry no.,9,10,11,12,13,14,15,16
LYP inh 2,6,12,4,-7,11,-8,4,-7
PTPN22 act,-4,-12,-4,9,-8,8,-1,4
CYP2C9 act,1,0.9,/,1.1,0.8,0.8,0.9,1.1
Pyk2 oligo antag,0.67,0.58,2,-0.29,/,/,1.1,0.37
PostGolgi yeast,6,3,/,4,1,7,5,6
PostGolgi ctrl,-1,-6,/,10,5,-4,8,1
E coli WT exp,-3,1,/,14,-5,-6,5,1
CYP2C9 inhib,4,6,/,-9,21,20,10,-9
hDAT+cocaine,/,-0.14,-0.18,0.0084,/,0.087,-0.026,-0.028

17) COc1ccc(C(=O)N/N=C/c2cccc3cccnc23)cc1
18) C=CCC(CC=C)(NC(=O)c1ccccc1C)c1ccccc1
19) Cc1ccc(-c2cc(N)n[nH]2)cc1
20) CCCC1S/C(=N/N=C/c2ccc(OC)cc2)N(Cc2ccc(OC)cc2)C1=O (centres undefined)
21) CC(C)c1nc(SCC(=O)c2ccccc2)c2c(=O)n(C)c(=O)n(C)c2n1
22) Cc1ccc(-n2c(SCc3ccc(C#N)cc3)nnc2-c2ccccn2)cc1
23) O=C(C1CCN(c2ncnc3c2sc2cccc(F)c23)CC1)N1CCOCC1
24) Cc1nnc(SCCCN2C(=O)c3ccccc3C2=O)o1
entry no.,17,18,19,20,21,22,23,24
LYP inh 2,-7,-16,-1,15,-6,-3,-14,-6
PTPN22 act,10,13,-1,-12,2,2,10,4
CYP2C9 act,0.9,0.8,0.8,1.3,0.9,0.5,0.8,0.7
Pyk2 oligo antag,0.37,-0.35,0.49,-0.3,/,0.42,/,-0.5
PostGolgi yeast,0,16,10,-7,4,-5,7,27
PostGolgi ctrl,6,8,-6,1,4,19,6,-4
E coli WT exp,-1,-10,13,-21,-8,4,4,4
CYP2C9 inhib,6,23,22,-31,9,51*,24,28
hDAT+cocaine,/,-1.5,-0.12,0.015,0.022,-7.7*,-0.39,-0.44

25) COc1ccccc1C/C(N)=N/OC(=O)COc1ccccc1C
26) CN(CC(=O)NCc1cccs1)S(=O)(=O)c1cccc2nsnc12
27) CCCCN1C(=O)/C(=C2/C=CC=CN2C)SC1=S
28) O=C(c1cc2nc(-c3ccco3)cc(C(F)(F)F)n2n1)N1CCCCCC1
29) CC(NC(=O)CC(O)(C(F)(F)F)C(F)(F)F)c1ccccc1 (centres undefined)
30) CCOC(=O)c1ccc(N2C(=O)CC(N3CC(C)OC(C)C3)C2=O)cc1 (centres undefined)
31) CC(C)NC(=O)CCCOc1ccc(Cl)cc1Cl
32) O=C(O)CC(Cc1ccccc1)c1ccc2c(c1)OCO2 (centres undefined)
entry no.,25,26,27,28,29,30,31,32
LYP inh 2,0,4,-6,-9,-13,0,-13,-7
PTPN22 act,3,-5,2,6,11,0,13,7
CYP2C9 act,/,1.2,1.1,0.9,0.4,0.9,0.8,0.9
Pyk2 oligo antag,-0.92,0.96,0.78,0.64,-0.26,1.5,2.5,-0.19
PostGolgi yeast,3,4,23,7,1,-3,-9,7
PostGolgi ctrl,19,3,1,9,5,7,-3,-7
E coli WT exp,3,2,7,0,6,0,-10,0
CYP2C9 inhib,/,-25,-5,7,57*,5,25,11
hDAT+cocaine,-1.2,-9.1*,-0.69,-0.88,-1.2,-0.29,0.74,/

33) CCc1c(C)nc2[nH]nc(NC(=O)C(F)(F)F)n2c1=O
34) CN(C)S(=O)(=O)c1cccc(C(=O)Nc2ccccc2Cl)c1
35) O=C(NCCCN1CCOCC1)C(C(=O)c1ccccc1)n1ccccc1=O (centres undefined)
36) N#Cc1ccc(-c2ccc(F)cc2)nc1Oc1ccc(Cl)c(Cl)c1
37) CC(C)Cc1nc2oc3c(NCCCN4CCOCC4)ncnc3c2c2c1CCC2
38) COc1cc(OC)cc(-c2cc3nc(C)c(CCC(=O)O)c(C)n3n2)c1
39) C=CCn1c(SCc2nc3ccccc3c(=O)[nH]2)nnc1-c1cc2cc(Cl)ccc2o1
40) CCOC(=O)c1c(NC(=O)c2c(Br)cnn2CC)sc(C)c1C
entry no.,33,34,35,36,37,38,39,40
LYP inh 2,-10,-7,-3,2,10,2,0,5
PTPN22 act,10,8,0,1,-7,-2,0,-4
CYP2C9 act,0.9,0.6,0.9,1.3,0.9,0.8,0.3,/
Pyk2 oligo antag,-0.02,1.7,0.22,0.66,-0.68,/,0.12,0.54
PostGolgi yeast,-8,-2,-8,-1,5,1,-2,/
PostGolgi ctrl,6,4,7,-2,-2,1,5,/
E coli WT exp,-8,1,-9,-2,5,2,-18,/
CYP2C9 inhib,10,40,6,-32,10,24,68*,/
hDAT+cocaine,0.028,-0.1,0.79,-0.19,0.9,-0.7,0.96,-1.3

41) COc1ccc(NCc2nnc(SCC(=O)Nc3cccc(C)c3)o2)cc1
42) COCc1[nH]nc2c1C(c1sccc1C)C(C#N)=C(N)O2 (centres undefined)
43) N#Cc1nc(COc2ccccc2F)oc1NCc1ccc(F)cc1
44) CC(C)CNC(=O)CSc1nnc(-c2cccc(S(=O)(=O)N3CCCCC3)c2)o1
45) COc1cccc(Oc2cn[nH]c2-c2ccc(OC)cc2O)c1
46) CC(=O)c1cc2c(cc1N)OCO2
47) O=C(Cc1csc(Nc2nc(=S)[nH]c3ccccc23)n1)NCc1cccc(Cl)c1
48) Nc1nc2n(n1)C(c1c(F)cccc1Cl)CC(c1ccc(F)cc1)N2 (centres undefined)
entry no.,41,42,43,44,45,46,47,48
LYP inh 2,-5,4,5,15,-4,-22,4,-7
PTPN22 act,3,-6,-8,-12,2,19,0,4
CYP2C9 act,0.4,1,0.3,0.5,0,1,0.2,/
Pyk2 oligo antag,-0.04,0.36,/,1.1,-2.9,-0.22,-1.1,/
PostGolgi yeast,21,1,0,-1,94*,4,-5,-6
PostGolgi ctrl,10,9,18,-2,92*,-4,8,-4
E coli WT exp,3,6,-7,3,20,5,-1,7
CYP2C9 inhib,59*,3,72*,45,100*,3,83*,/
hDAT+cocaine,-0.075,-1.1,0.89,0.43,-0.36,1.2,/,0.44

49) CC(C)=CCC/C(C)=C/CN(CC(C)O)CC(C)O (centres undefined)
50) CC(C)(CO)NS(=O)(=O)c1ccc2c(c1)oc(=O)c1cc(S(=O)(=O)NC(C)(C)CO)ccc12
51) CC(C)(C)c1nnc2sc(SCCN3C(=O)c4ccccc4C3=O)nn2c1=O
52) CCc1ccc(N2C(=O)c3sc4nnc(C)c(=O)n4c3C2=O)cc1
53) O=C(CSc1nnc(-c2ccncc2)n1Cc1ccco1)c1ccc(Cl)cc1
54) CCCC1=[N+](CC)CCn2c(C)ccc21
55) Cc1ccccc1C(=O)NC1CCN(CC(=O)Nc2nccs2)CC1
56) O=S(=O)(NC1CCN(Cc2ccccc2)CC1)c1cccc2cccnc12
entry no.,49,50,51,52,53,54,55,56
LYP inh 2,-4,2,3,-1,-2,2,-3,2
PTPN22 act,8,-4,-4,0,-1,0,-1,-4
CYP2C9 act,1.2,0.8,0.5,1.2,0.1,1.2,1.1,1.5
Pyk2 oligo antag,-0.12,0.7,0.29,1.6,1.9,0.88,-0.56,-0.47
PostGolgi yeast,8,2,-16,-14,16,-7,13,13
PostGolgi ctrl,8,9,-5,-1,2,15,15,-9
E coli WT exp,4,1,9,-2,-5,1,-2,7
CYP2C9 inhib,-16,22,47,-17,92*,-16,-10,-54
hDAT+cocaine,1.4,-0.4,-0.26,0.0086,-0.37,0.46,-0.58,-0.048

57) NC(=O)c1ccc(-c2ncc(-c3ccccc3)o2)cc1
58) CC(C)(C)c1ccc(COn2c(=O)c(-c3ccco3)[n+]([O-])c3ccccc32)cc1
59) CCOC(=O)c1ccccc1NC1c2ccccc2C(=O)N1c1ccc(C)cn1 (centres undefined)
60) Cc1ccc(Cn2nnc3c(=O)[nH]c(C4CCN(S(=O)(=O)c5ccccc5)CC4)nc32)cc1
61) COc1ccc(OC)c(C(C(=O)NCc2ccco2)N(C(=O)Cn2nnc3ccccc32)C(C)C)c1 (centres undefined)
62) Clc1ss/c(=N\c2ccccn2)c1Cl
63) O=c1[nH]c(NCc2ccccc2)nc2c1CCC2
64) O=C(CSc1nc2ncccc2[nH]1)c1ccc(F)cc1
65) CCCN(CC(=O)Nc1c(C)cccc1CC)C(=O)SCC
66) Cc1cc(C)c2c3c(sc2n1)C1(CCSCC1)C(C#N)=C(N)O3
67) COc1ccc(N2C(=O)CCC(C(=O)NCc3cccnc3)C2c2ccc(OC)c(OC)c2)cc1 (centres undefined)
entry no.,57,58,59,60,61,62,63,64,65,66,67
LYP inh 2,-6,10,/,12,-4,-7,4,-12,2,-7,1
PTPN22 act,4,-10,/,-13,6,11,-4,12,-1,10,0
CYP2C9 act,0.8,1.1,0.6,0.2,0.9,0.5,0.9,1,0.8,/,0.8
Pyk2 oligo antag,3.7,1.2,/,1.6,0.09,2.1,1.2,2.5,-0.62,-0.19,0.23
PostGolgi yeast,6,-1,-5,2,-16,4,25,27,2,/,13
PostGolgi ctrl,13,8,48*,-3,-3,14,2,-11,3,/,-13
E coli WT exp,1,-8,-4,2,1,-9,8,21,-1,/,1
CYP2C9 inhib,19,-8,43,79*,12,48,12,1,22,/,16
hDAT+cocaine,1.8,0.56,1.9,2.9*,-0.71,-0.028,-0.45,0.015,-0.33,-1,0.016
